Screening data as filed in PubChem.
SENP8 block-1 – SENP8 protease inhibition; Q96LD8; purified SENP8, Z-RLRGG-aminoluciferin cleavage, luminescence; inhibition, % at 10 µM; actives 1.2% (n = 330,000); AID 2540; in the data active = inhibition above about 50%
HKDC1 inhibitor – HKDC1 (human) hexokinase inhibition; actives 0.16% (n = 340,000); Q2TB90; recombinant HKDC1, G6PDH/diaphorase resazurin coupled fluorescence; inhibition, % at 20 µM;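 active = inhibition above about 35% when tested at 20 µM, limit read from the data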;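 also: plate controls were DMSO wells with enzyme for no effect and DMSO wells lacking enzyme for full effect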
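Incubation: 90 min at room temperature in dark / Material: recombinant HKDC1 (HK5) hexokinase enzyme, produced in-house / Quantity: enzyme 5 µg/mL final / Compound: one dose of 20 µM, 1% DMSO / Reagent: glucose and ATP substrates / Buffer or medium: Tris pH 8.0 buffer with MgCl2, Tween-20, BSA, BME / Technique: resorufin fluorescence at 613 nm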
UBC13 polyUb – human UBC13 polyubiquitination inhibition | UBC13 polyubiquitin chain formation, TR-FRET | inhibition, % at 20 µM | actives 0.47% (n = 330,000); in the data active = inhibition above about 45%, passing the limit was not always enough
Target sequence (P61088 whole entry, looked up): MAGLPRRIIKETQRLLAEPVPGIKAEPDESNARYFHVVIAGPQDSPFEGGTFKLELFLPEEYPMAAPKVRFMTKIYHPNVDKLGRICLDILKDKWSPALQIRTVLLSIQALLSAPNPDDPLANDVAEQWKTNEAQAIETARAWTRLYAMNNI
PfGluPho inh – PfG6PD (Plasmodium falciparum) enzyme inhibition; PfGluPho enzyme, NADPH resazurin-diaphorase fluorescence; inhibition, % at 20 µM; actives 0.78% (n = 350,000);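 active = inhibition reaching at least a set limit at 20 µM in the primary screen, cut at about 59% in these data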;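 also: 0% = DMSO wells with substrate and 100% = DMSO wells lacking glucose-6-phosphate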
MIN6 prolif – MIN6 beta-cell proliferation induction; actives 0.29% (n = 330,000); AID 2380; MIN6 cells proliferation, ATPlite luminescence, 48 h; cells starved in 0.2% serum; 100% = growth in 10% serum; proliferation, % at 10 µM;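 active = compounds whose signal lies at least 3.5 SD above the mean of all wells on their plate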;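 also: 0% = DMSO-treated cells in low-serum medium and 100% = 10% serum control; some compounds called inactive have numbers as strong as hits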
SENP7 block – blocks the human protease SENP7. actives 1.5% (n = 330,000). inhibition, % at 5 µM. recombinant SENP7, Z-RLRGG-aminoluciferin luminescence, 40 min. AID 434973;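 active = inhibition above about 50% at the single test dose, limit read from the data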;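 also: plate controls were DMSO with enzyme for no effect and no enzyme buffer wells for full effect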
SENP1 FRET inh – blocks the human SENP1 SUMO protease catalytic domain | Q9P0U3 | inhibition, % at 10 µM | recombinant SENP1 catalytic domain, CyPet-SUMO1-YPet FRET cleavage | actives 0.21% (n = 360,000);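 active = inhibition at least 30% at 10 µM, raw YFP signal under a set limit, fluorescence ratio 0.5 to 1.5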;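 also: 0% = enzyme with DMSO and 100% = no enzyme wells; some results filed as inactive read as strong as hits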
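Test system: recombinant human SENP1 catalytic domain, His6-tagged / Medium: pH 8 Tris buffer with EDTA, NaCl, BME, BSA, NP40, catalase / Also added: SUMO1 FRET substrate flanked by Cypet and Ypet, 25 nM / Times: 50 min reaction at room temperature / Signal: FRET, CFP and YFP emission / Control set: no-enzyme low control and enzyme-plus-DMSO high control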
SENP6 block – SENP6 protease inhibition | Q9GZR1 | Recombinant SENP6 catalytic domain, aminoluciferin luminescence | inhibition, % at 10 µM | actives 1.8% (n = 330,000) | AID 2599;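 active = inhibition above about 50% at the single tested dose, limit read from the data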;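 also: plate controls were DMSO wells with enzyme for no effect and DMSO wells lacking enzyme for full effect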
Target sequence (Q9GZR1 628-1112 limits assumed): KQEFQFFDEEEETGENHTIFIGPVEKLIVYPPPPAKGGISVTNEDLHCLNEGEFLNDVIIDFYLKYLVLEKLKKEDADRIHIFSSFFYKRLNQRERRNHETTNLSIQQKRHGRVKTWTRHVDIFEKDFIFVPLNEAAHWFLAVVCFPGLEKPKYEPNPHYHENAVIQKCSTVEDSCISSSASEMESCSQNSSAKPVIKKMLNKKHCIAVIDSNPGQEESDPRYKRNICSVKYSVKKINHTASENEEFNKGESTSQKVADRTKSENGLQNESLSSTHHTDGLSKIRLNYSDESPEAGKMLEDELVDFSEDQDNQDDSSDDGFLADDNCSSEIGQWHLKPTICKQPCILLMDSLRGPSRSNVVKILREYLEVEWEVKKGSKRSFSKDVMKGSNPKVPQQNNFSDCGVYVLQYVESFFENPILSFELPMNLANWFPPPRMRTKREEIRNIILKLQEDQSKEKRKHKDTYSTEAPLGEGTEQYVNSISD
SENP8 block-2 – SENP8 (human) protease inhibition; AID 602440; actives 0.64% (n = 360,000); Q96LD8; recombinant SENP8, Nedd8 substrate fluorescence; inhibition, % at 20 µM; in the data active = inhibition mostly above about 40%, no sharp cut-off; inactive = mostly below about 27%
An asterisk follows results filed as active.

Key to letters: A = SENP8 block-1; B = HKDC1 inhibitor; C = UBC13 polyUb; D = PfGluPho inh; E = MIN6 prolif; F = SENP7 block; G = SENP1 FRET inh; H = SENP6 block; I = SENP8 block-2
CC12CN3CC(C)(CN(C1)C3c1ccc(Br)cc1O)C2 (stereo not drawn)
  A: 4 | B: -7 | C: 8 | D: -6 | E: -1 | F: -7 | G: 0 | H: -2 | I: 40
CN(C)S(=O)(=O)c1ccc(N2CCCC2)c(C(=O)NNC(=O)c2ccc(F)cc2)c1
  A: -17 | B: -6 | C: -3 | D: -14 | E: 1 | F: -8 | G: 3 | H: -2 | I: -11
CC(C)N(Cc1nc(-c2ccccc2)no1)C(=O)COc1ccccc1
  A: 8 | B: -2 | C: 6 | D: 3 | E: -2 | F: -6 | G: 2 | H: -12 | I: 24
CN(C)Cc1c(O)c(Cl)cc2c3c(c(=O)oc12)CCCC3
  A: -8 | B: 2 | C: 3 | D: 12 | E: -5 | F: -5 | G: -23 | H: -8 | I: -479
CCCN1C(=O)/C(=C/c2ccc(C)s2)NC1=S
  A: -10 | B: 0 | C: 2 | D: 18 | E: -1 | F: -3 | G: -124 | H: 12 | I: 15
Cn1c(=NC(=O)c2cccc([N+](=O)[O-])c2)sc2ccccc21
  A: 12 | B: -1 | C: -17 | D: -4 | E: -5 | F: 47 | G: 2 | H: -8 | I: -2
O=C(CCSCc1ccccc1F)NCc1ccc(F)cc1
  A: 2 | B: -6 | C: 8 | D: 0 | E: -3 | F: 0 | G: 3 | H: 6 | I: 17
Cc1cccc(NC(=O)CN2NS(=O)(=O)c3ccccc3C2=O)c1
  A: 7 | B: -8 | C: 7 | D: -2 | E: -3 | F: -2 | G: 3 | H: 4 | I: 14
CC(C)c1ccc(-c2nc(N3CCOCC3)[nH]c(=O)c2C#N)cc1
  A: 6 | B: -4 | C: 5 | D: -19 | E: -2 | F: 6 | G: 1 | H: 9 | I: -24
CCC1C(=NO)C(CC)C(c2ccccc2)NC1c1ccccc1 (stereo not drawn)
  A: 5 | B: 1 | C: 3 | D: 21 | E: -7 | F: 8 | G: 1 | H: -1 | I: 17
COC(=O)c1cc(CNC(=O)c2cccc(Cl)c2)ccc1OC
  A: -6 | B: 4 | C: -5 | D: -17 | E: -1 | F: -3 | G: 1 | H: 4 | I: 7
COc1cc2c(cc1OC)CC(=O)NC=C2
  A: 4 | B: -5 | C: 7 | D: 8 | E: 3 | F: 7 | G: -3 | H: 15 | I: 4
O=[n+]1c2c(n([O-])c3cc(Cl)ccc31)CCCC2
  A: -9 | B: 7 | C: -28 | D: 10 | E: 0 | F: 13 | G: 0 | H: -3 | I: 21
COc1ccc(CNC(=O)C2CCCN(S(=O)(=O)c3ccc(F)cc3)C2)cc1 (stereo not drawn)
  A: -3 | B: -3 | C: -4 | D: 12 | E: -2 | F: -5 | G: 2 | H: -2 | I: 9
O=C(CCN1CCN(Cc2ccccc2)CC1)Nc1ccccc1Cl
  A: 1 | B: 12 | C: 3 | D: 2 | E: -3 | F: 7 | G: -2 | H: -11 | I: 15
CCOc1ccc(NC(=O)CC2C(=O)N(c3ccc(OC)c(Cl)c3)C(=S)N2C2CC2)cc1 (stereo not drawn)
  A: -8 | B: -2 | C: -3 | D: 24 | E: -3 | F: 9 | G: 1 | H: -8 | I: 2
COc1ccc(N(C(=O)Cn2nnc(-c3ccc(C)o3)n2)C(C(=O)NC2CCCC2)c2ccncc2)cc1 (stereo not drawn)
  A: 1 | B: -1 | C: -2 | D: -4 | E: 1 | F: -2 | G: 1 | H: -2 | I: 1
O=C(CN(CC1CCCO1)C(=O)CNS(=O)(=O)c1ccc(Cl)cc1)NCc1ccccc1 (stereo not drawn)
  A: 14 | B: -5 | C: 6 | D: 5 | E: 0 | F: 6 | G: 0 | H: -9 | I: 7
Cc1ccc(NC(=O)COC(=O)c2ccccc2Nc2ccccc2)cc1
  A: 1 | B: -3 | C: 9 | D: 4 | E: 0 | F: -2 | G: 0 | H: -8 | I: -154
Cc1ccc(S(=O)(=O)Nc2cccc(Cl)c2)cc1NC(=O)C1CC1
  A: 6 | B: -3 | C: 2 | D: 1 | E: 1 | F: 11 | G: 1 | H: 5 | I: -10
Cn1cccc1Cc1nnc(SCC(=O)Nc2ccc3c(c2)OCO3)n1-c1ccc(F)cc1
  A: -4 | B: -3 | C: 6 | D: 14 | E: 2 | F: -1 | G: -2 | H: -3 | I: 0
Cc1ccc(-n2nnnc2SCC(=O)NNC(=O)c2ccc([N+](=O)[O-])cc2)cc1
  A: 1 | B: -8 | C: -1 | D: -10 | E: 5 | F: -1 | G: 2 | H: -17 | I: 14
COc1ccc(N(CC(=O)N2CCCCC2)S(=O)(=O)c2ccccc2)c(OC)c1
  A: -10 | B: -9 | C: 1 | D: 22 | E: 0 | F: -5 | G: 1 | H: -3 | I: 5

9 structures already listed, ordered by molar mass, smallest number first.
Key to letters: A = SENP8 block-1; B = HKDC1 inhibitor; C = UBC13 polyUb; D = PfGluPho inh; E = MIN6 prolif; F = SENP7 block; G = SENP1 FRET inh; H = SENP6 block; I = SENP8 block-2
COc1cc2c(cc1OC)CC(=O)NC=C2
  A: 4 | B: -5 | C: 7 | D: 8 | E: 3 | F: 7 | G: -3 | H: 15 | I: 4
COC(=O)c1cc(CNC(=O)c2cccc(Cl)c2)ccc1OC
  A: -6 | B: 4 | C: -5 | D: -17 | E: -1 | F: -3 | G: 1 | H: 4 | I: 7
Cc1ccc(NC(=O)COC(=O)c2ccccc2Nc2ccccc2)cc1
  A: 1 | B: -3 | C: 9 | D: 4 | E: 0 | F: -2 | G: 0 | H: -8 | I: -154
Cc1ccc(S(=O)(=O)Nc2cccc(Cl)c2)cc1NC(=O)C1CC1
  A: 6 | B: -3 | C: 2 | D: 1 | E: 1 | F: 11 | G: 1 | H: 5 | I: -10
COc1ccc(CNC(=O)C2CCCN(S(=O)(=O)c3ccc(F)cc3)C2)cc1 (stereo not drawn)
  A: -3 | B: -3 | C: -4 | D: 12 | E: -2 | F: -5 | G: 2 | H: -2 | I: 9
Cc1ccc(-n2nnnc2SCC(=O)NNC(=O)c2ccc([N+](=O)[O-])cc2)cc1
  A: 1 | B: -8 | C: -1 | D: -10 | E: 5 | F: -1 | G: 2 | H: -17 | I: 14
COc1ccc(N(CC(=O)N2CCCCC2)S(=O)(=O)c2ccccc2)c(OC)c1
  A: -10 | B: -9 | C: 1 | D: 22 | E: 0 | F: -5 | G: 1 | H: -3 | I: 5
Cn1cccc1Cc1nnc(SCC(=O)Nc2ccc3c(c2)OCO3)n1-c1ccc(F)cc1
  A: -4 | B: -3 | C: 6 | D: 14 | E: 2 | F: -1 | G: -2 | H: -3 | I: 0
O=C(CN(CC1CCCO1)C(=O)CNS(=O)(=O)c1ccc(Cl)cc1)NCc1ccccc1 (stereo not drawn)
  A: 14 | B: -5 | C: 6 | D: 5 | E: 0 | F: 6 | G: 0 | H: -9 | I: 7
